PNC assembly inh: blocks assembly of the perinucleolar compartment. activity change (PNC), negative = inhibition, % at 10 µM. PC3M PTB-GFP, PNC prevalence imaging, 16 h; active compounds read low. 140,000 compounds, 3.1% hits. AID 2417;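 active = readout at or below -70, meaning at least 70% loss of cells showing the perinucleolar compartment, a nuclear body marking cancer cells; inconclusive = readout between -30 and a set limit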;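 also: plate controls were DMSO wells for no effect and camptothecin positive control wells for full effect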
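Compounds are pinned in duplicate onto adhered PC3M cells stably expressing GFP-tagged PTB and incubated 16 h at 37 C. Cells are then fixed, nuclei stained with Hoechst, and PNC-positive cells counted.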
IMPase cell inh: membrane-permeable compound that blocks inositol monophosphatase; CHO-M1 cells, IP1 accumulation, HTRF TR-FRET ratio; 120,000 tested, under 10 active; P97697; AID 901; inhibition (IP1 accumulation), % at 46.1 µM; active = well fitted curve in the direction sought with a large enough effect in the signal ratio, not every such curve was filed as active; inconclusive = small, poorly fitted or top-dose-only effect, or a change in a side signal; inactive = no such curve, though single readings can be large or run the other way; the % refers to the signal ratio;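 also: cells stimulated with carbachol in lithium chloride buffer; plate controls were DMSO basal wells for no effect and reference inhibitor wells for full effect; higher means more IMPase inhibition seen as more IP1 and lower FRET ratio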
Target sequence (P97697 whole entry, looked up): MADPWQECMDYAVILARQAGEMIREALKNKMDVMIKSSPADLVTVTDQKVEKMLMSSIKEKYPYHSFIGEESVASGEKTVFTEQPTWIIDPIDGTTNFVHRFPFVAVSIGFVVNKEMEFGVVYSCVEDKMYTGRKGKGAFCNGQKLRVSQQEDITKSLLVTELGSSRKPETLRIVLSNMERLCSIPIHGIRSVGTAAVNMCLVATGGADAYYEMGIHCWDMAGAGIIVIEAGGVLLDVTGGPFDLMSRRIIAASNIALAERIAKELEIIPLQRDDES
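Carbachol-driven Gq signalling in CHO-M1 cells (2000/well) generates IP1. Compounds that block IMPase raise IP1 and so reduce the FRET signal from Eu-anti-IP1 and d2-IP1 after a 10 min room-temperature lysis.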
ALOX12 inhib: blocks human 12-lipoxygenase activity | P18054 | purified 12-hLO, xylenol orange hydroperoxide absorbance | Potency, µM (highest dose often 57.1 µM), for the others: at the top dose activity change, negative = inhibition, actives largely listed as inhibitors | 150,000 compounds, 0.12% hits | AID 1452; also: potency is read from the fitted curve at half-maximal effect; nearly all actives have a fitted effect of over 55% in size; many of its hits are not listed in these tables
Target sequence (P18054 whole entry, looked up): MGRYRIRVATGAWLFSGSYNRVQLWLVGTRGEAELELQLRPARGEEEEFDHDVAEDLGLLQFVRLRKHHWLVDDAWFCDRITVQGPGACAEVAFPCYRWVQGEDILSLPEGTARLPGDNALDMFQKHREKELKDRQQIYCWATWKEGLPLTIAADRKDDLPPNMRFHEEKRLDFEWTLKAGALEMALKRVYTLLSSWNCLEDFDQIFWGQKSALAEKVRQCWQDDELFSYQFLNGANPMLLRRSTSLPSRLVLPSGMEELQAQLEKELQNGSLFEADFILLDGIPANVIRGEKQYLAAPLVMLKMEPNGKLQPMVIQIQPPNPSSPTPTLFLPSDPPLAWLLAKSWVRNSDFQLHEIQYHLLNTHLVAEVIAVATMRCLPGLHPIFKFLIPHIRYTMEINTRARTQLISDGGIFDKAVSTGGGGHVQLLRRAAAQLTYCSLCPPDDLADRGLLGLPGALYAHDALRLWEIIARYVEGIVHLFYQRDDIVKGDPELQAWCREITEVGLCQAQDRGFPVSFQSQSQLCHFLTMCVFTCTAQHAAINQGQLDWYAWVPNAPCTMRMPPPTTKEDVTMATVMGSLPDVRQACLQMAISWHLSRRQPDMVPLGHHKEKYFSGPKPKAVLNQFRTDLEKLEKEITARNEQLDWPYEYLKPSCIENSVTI
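Xylenol orange chromogenic assay: hydroperoxide from 12hLO oxidises Fe(II), giving red-shifted Fe(III)-XO absorbance. Conditions: 150 nM enzyme, 40 uM arachidonic acid, 25 mM Hepes pH 7.0, 0.01% Triton X-100, 30 min, room temperature.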
ALOX15B inhib: inhibitors of human 15-lipoxygenase 2 (ALOX15B); 110,000 compounds, 0.56% hits; AID 881; O15296; Potency, µM (highest dose often 57.1 µM), inactives show at the highest dose activity change, negative = inhibition, usual class: inhibitors; purified 15hLO-2, xylenol orange hydroperoxide absorbance; also: potency is read from the fitted curve at half-maximal effect; nearly all actives have a fitted effect of over 60% in size; many of its hits are not listed in these tables
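Screening format was qHTS against 50 nM purified 15hLO-2 in Hepes pH 7.5 with detergent. Activity follows hydroperoxide formation from 45 uM arachidonic acid, measured as 573:405 nm absorbance ratio of the ferric-xylenol orange complex.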
* hit, by the source's call; ? = inconclusive; . = no result given; [ ] = another dose, or the depositor's remark. Unless noted, calls follow the shape of the dose curve; as a rule, active = well fitted curve in the direction sought with a large enough effect; inconclusive = small, poorly fitted or top-dose-only effect, or another doubt; inactive = no such curve, though single readings can be large; an effect the other way counts as inactive or inconclusive. Unless noted, % is scaled to controls: 0 for no effect and ±100 for the full control effect.

smiles,PNC assembly inh,IMPase cell inh,ALOX12 inhib,ALOX15B inhib
Cc1nnc(N/N=C/c2cc(C)n(-c3ccc(F)cc3)c2C)n1N,-27.0,.,1.4%,.
Cc1cccc(Nc2cnn(C34CC5CC(CC(CC(=O)O)(C5)C3)C4)c(=O)c2Cl)c1,-2.8,8.1,-1.6%,-2.9%
Cc1ccc2nc(-c3ccc(NC(=O)CN4C(=O)NC(C)(c5ccc(OC(F)F)cc5)C4=O)cc3)sc2c1 (stereo not given),7.3,-14.8,-0.4%,.
COc1ccc(/C=C2\Sc3ccc(C(=O)N4CCc5ccccc5C4)cc3N(C)C2=O)cc1,37.0,-0.8,-3.7%,.
COc1ccc(-n2nnc3c(=O)n(CC(=O)N4CCC(Cc5ccccc5)CC4)cnc32)cc1,?,1.3,-4.1%,-0.2%
CC(=O)NCC(=O)NC(C(=O)Nc1ccc2c(c1)OCCO2)c1ccccc1 (stereo not given),?,3.6,1.7%,-3.8%
O=c1c2ccccc2nc(-c2ccco2)n1Cc1ccccc1,2.2,-7.9,-3.0%,-15.2%
Cc1c(C(=O)OC(C)C)sc(NC(=O)C2CCCO2)c1C(=O)OC(C)C (stereo not given),21.1,1.6,3.9%,8.4%
Cc1nn(C)c(C(=O)NNC(=S)Nc2ccc(Cl)cc2)c1[N+](=O)[O-],57.5,8.2,0.8%,20.9%
COCCn1c(N)c(NCc2ccccc2)c(=O)n(CC(=O)Nc2cc(C)ccc2C)c1=O,-11.3,4.6,-2.3%,-7.6%
CC1CCCCN1S(=O)(=O)c1ccc(S(=O)(=O)N(CC(=O)Nc2ccccc2)Cc2cccs2)cc1 (stereo not given),-17.2,.,0.2%,.
COc1ccc(/C=C/c2nnc(NC(=O)COc3cccc(C)c3)s2)cc1,27.3,.,1.2%,.
COc1ccccc1-c1cn[nH]c(=S)n1,-13.9,14.1,?,?
O=[N+]([O-])c1ccc(Sc2ccccc2Cl)nc1,-21.0,0.4,-2.0%,-13.6%
Cc1cc(C(C)(C)C)cc(S(=O)(=O)Nc2cccc(C(=O)O)c2)c1C,?,-1.7,3.9%,-13.0%
Cc1ccc(CN(C)C(=O)c2ccccc2Oc2ccccc2)o1,?,2.4,-13.6%,-22.7%
COC(=O)C(C)n1cnc2c(cnn2-c2ccc(Cl)cc2)c1=O (stereo not given),20.6,0.1,-3.7%,9.8%[2.29 µM]
COc1ccccc1N/N=C/c1ccc2c(c1)OCO2,?,.,-4.3%,.
C/C(=N/NC(=O)CNc1ccc(C)cc1)c1ccc(Br)s1,-22.8,3.2,-2.9%,-0.8%
Cc1ccc(/C=C2\SC(N3CCN(C(c4ccccc4)c4ccccc4)CC3)=NC2=O)o1,-23.6,.,-11.6%,.
Cc1cccc(Oc2coc3cc(OC(=O)c4cc5ccccc5oc4=O)ccc3c2=O)c1,9.7,3.9,-0.2%,-13.7%
COc1ccccc1-n1c(SCC(N)=O)nnc1-c1ccccc1,50.0,2.0,-2.2%,1.6%
CCOc1ccc(NC(=O)c2ccccc2NC(=O)CN(C)CC(=O)Nc2ccc(C)cc2)cc1,-8.8,10.1,-11.9%,-11.5%
Oc1ccc(Cl)cc1-c1cc(-c2cccc(Br)c2)n[nH]1,42.3,5.1,-23.0%,18.3%
O=C(O)CCC(=O)NNC(=O)c1cccc(Cl)c1,-17.1,.,-1.8%,.
CC(=O)NC12CC3CC(C1)CC(C(=O)Nc1nccs1)(C3)C2,-10.0,-5.5,-7.7%,3.6%
O=S1(=O)N=C(Nc2nc3c(s2)CCCC3)c2ccccc21,-4.6,7.2,1.7%,.
COCCCN1C(=O)C(=O)/C(=C(/O)c2ccc(OC)cc2)C1c1ccc(O)c(OC)c1 (stereo not given),3.4,2.3,-3.8%,-5.2%
Cc1ccc(N2C(=N)SCC2=O)cc1Cl,?,.,-2.5%,.
Cc1oc(C)c(C(=O)O)c1COc1ccc(C(=O)O)cc1,-5.8,2.1,-0.8%,4.8%
C#CCOCCOCCOCCNc1nc(N2CCN(C(=O)[C@H](Cc3ccc(O)cc3)n3cc(CCO)nn3)CC2)nc(N2CCN(C(=O)[C@H](Cc3ccc(O)cc3)n3cc(CCO)nn3)CC2)n1,56.5,.,3.1%,.
COc1cccc(/C=N/NC(=O)CCc2n[nH]c(=O)[nH]c2=O)c1O,-12.9,-1.9,-4.7%,.
CC(C)OC(=O)/C(=C/c1ccc2c(c1)c1ccccc1n2C)NC(=O)c1ccccc1,-10.3,1.7,-2.5%,.
O=c1[nH]c(CSc2nnc(-c3ccncc3)n2Cc2ccco2)nc2ccccc12,?,3.9,-2.7%,2.8%
COc1ccccc1CNC(=O)CSc1ccc(C(=O)Nc2ccccc2OC)cc1[N+](=O)[O-],-12.5,-16.7,-1.2%,.
O=S(=O)(Nc1ccc(S(=O)(=O)Nc2cccc3ccccc23)cc1)c1ccccc1,-28.0,-2.8,-5.0%,-28.0%
O=C(O)[C@H]1CCc2ccc3ccccc3c2[C@H]1c1cccc2ccccc12,.,.,-2.2%[11.4 µM],-7.0%[11.4 µM]
COC(=O)c1cc2c(ccn2-c2ccc(F)cc2)n1Cc1cccc(OC)c1,2.1,4.1,0.6%,.
Cc1ccc([N+](=O)[O-])cc1NC(=O)CCCOc1ccccc1,109.6,1.0,1.2%,-0.9%
Cc1cccc(S(=O)(=O)NC(Cc2c[nH]c3ccccc23)C(=O)O)c1 (stereo not given),1.9,.,-1.1%,.
CC(C)[C@@H]1NC(=O)c2cc([N+](=O)[O-])cc(F)c2NCCC[C@@H](C(N)=O)NC(=O)[C@H](CO)NC1=O,-8.1,.,-5.3%,.
CN1CCN(CCCNC(=O)C2CC(=O)N(C3CCCCC3)C2)CC1 (stereo not given),?,2.5,1.0%,-1.7%[2.29 µM]
O=C(CSc1n[nH]c(-c2ccccc2)n1)c1ccccc1,16.8,16.2,-9.2%,-1.6%
COC(=O)n1c(SC)nc2ccccc21,6.4,-3.7,3.3%,1.0%
O=C(c1cc(-c2ccc(Cl)c(Cl)c2)on1)N1CCCCC1,22.3,8.0,-10.4%,-6.9%
Cn1c(=O)n(CC(=O)N2CCN(c3nnc(-c4ccccc4)c4ccccc34)CC2)c2ccccc21,-7.8,-0.5,-2.3%,10.2%[2.29 µM]
COc1cc(/C=N/NC(=O)Cc2cccs2)c([N+](=O)[O-])cc1OC,55.2,.,-1.8%,.
NC(=O)C1CCN(C2CC(=O)N(Cc3cccs3)C2=O)CC1 (stereo not given),-19.2,2.5,-7.5%,1.9%

Looked up above:
`COc1cc(/C=N/NC(=O)Cc2cccs2)c([N+](=O)[O-])cc1OC` | PNC assembly inh = 55.2
`NC(=O)C1CCN(C2CC(=O)N(Cc3cccs3)C2=O)CC1` (stereo not given) | PNC assembly inh = -19.2

(more compounds)
smiles,PNC assembly inh,IMPase cell inh,ALOX12 inhib,ALOX15B inhib
COc1ccccc1CNc1cc(CSc2ccc(Cl)cc2)nc(C)n1,2.4,4.3,-0.5%,27.4%
Cc1ccc(CS(=O)(=O)Cc2ccc(C(=O)NCc3ccccn3)o2)cc1,16.8,27.0,-1.0%,37.6%[activator]
Cc1ccc(-c2cc(C(=O)NCc3ccccn3)c3ccccc3n2)cc1C,-10.3,-1.2[1.84 µM],-4.7%,-23.6%[11.4 µM]
COc1ccccc1NS(=O)(=O)c1ccccc1C#N,-28.1,4.7,2.7%,-0.5%
N#CC1=C(N)OC2=C(C(=O)CCC2)C1c1ccccc1 (stereo not given),30.2,-0.3,-2.0%,5.1%
CCOC(=O)c1sc(C)c2c1NC(C)(c1cccs1)NC2=O (stereo not given),48.4,8.3,-1.9%,-0.3%
CCN(NC(=O)C(O)(c1ccccc1)c1ccccc1)C(=O)c1ccccc1,?,6.5,3.4%,.
COc1ccc(OC)c(CN2C(=O)CCC2(C)C(=O)NC2CCCCCC2)c1 (stereo not given),-16.9,5.9,-1.6%,4.4%
Cc1cc(C(=O)CN2CCC(C)CC2)c(C)n1-c1ccccc1F,-16.2,7.5,1.2%,.
COC(=O)c1cccc(NC(=O)CSc2nnc(COc3cccc(C)c3)n2C)c1,-9.8,3.7,-2.2%,-2.7%
CCn1c(=O)cc(SCC(=O)NCc2ccco2)c2ccccc21,-4.7,-7.7,-6.4%,8.4%
COc1ccc(-c2cc(C(F)(F)F)nc(SCC(=O)N3CCOCC3)n2)cc1OC,-20.7,-4.7,-5.4%,1.0%
Cc1nnc(Cl)c2nn(-c3ccccc3)c(C)c12,10.0,.,1.5%,.
NC(=O)C1(N2CCCCC2)CCN(C(=O)c2cccn3c(=O)c4cc(Cl)ccc4nc23)CC1,-5.3,-9.0,-6.4%,-7.1%
CCOc1ccc(-n2nnc3c(=O)n(CC(=O)N4CCCc5ccccc54)cnc32)cc1,21.7,-2.7,-0.8%,.
CC(C)(C)CC(C)(C)c1ccc(O)c(Cc2ccc(Cl)cc2Cl)c1,.,.,-3.7%,4.2%
COc1ccc([N+](=O)[O-])c2c1CCN2C(=O)CC[C@H](N)C(=O)O,.,-3.5,-0.5%,10.7%
O=C(Nc1ccc(C(F)(F)F)cc1)c1cc(-c2cccnc2)nc2ccc(Br)cc12,-1.0,-2.0,0.9%,3.1%
COc1ccc(N=C2C(=Nc3ccc(OC)cc3)N(c3ccc(N(C)C)cc3)C(=S)N2c2ccc(OC)cc2)cc1,11.1,5.4,8.2%,19.0%
COc1ccc(S(=O)(=O)Cc2ccc(C(=O)N3CCCC3)o2)cc1,?,-0.7,3.1%,0.3%
Clc1cccc(-c2cc3nc4c(c(N5CCN(c6cnccn6)CC5)n3n2)CCCC4)c1,-100.0*,-2.9,-4.0%,.
COc1cc(NS(=O)(=O)c2ccc(Br)cc2)c(OC)cc1NC(=O)c1ccco1,-17.3,?,-26.1%,-23.4%
Cc1ccc(OCCCC(=O)Nc2ccc(N3CCOCC3)cc2)c(C)c1,-28.7,-4.7,-0.4%,-3.8%
CCSc1nc2c(c(=O)[nH]1)C(c1cccnc1)C(C(=O)OC(C)C)=C(C)N2 (stereo not given),?,-3.2,-0.9%,.
CCn1c(C(C)NC(=O)c2ccc(OC)c(OC)c2)nc2ccccc21 (stereo not given),-29.6,2.0,-3.4%,2.4%
Cc1cc2cc(CCNC(=O)CC(C)C)c(=O)[nH]c2cc1C,-11.5,?,1.0%,1.2%
Cc1cccc(C)c1Nc1c(-c2ccc(N3CCOCC3)cc2)nc2ncccn12,-18.4,-9.0,-8.8%,.
O=C(CN1C(=O)c2ccccc2C1=O)Nc1cccnc1,48.3,14.3,-2.3%,1.8%
COc1ccc(NC(=O)c2cc3n(n2)C(C(F)(F)F)CC(c2ccc(OC)cc2)N3)cc1 (stereo not given),-10.6,-1.4,-3.2%,2.6%
Cc1ccc(CCNC(=O)C2CCC(=O)N2C(C)C)cc1 (stereo not given),27.9,-19.1,1.0%,3.1%
Cc1oc(-c2cccc(Cl)c2)[n+]([O-])c1C,0.2,7.5,-8.3%,-1.0%
CCC(=O)NC(=S)N1CCN(c2ccc([N+](=O)[O-])cc2Cl)CC1,-3.0,0.1,-0.7%,-15.3%
Cc1cc(C#N)c2ccccc2n1,?,0.4,2.3%,12.2%
Cc1cccc(NC(=S)NNC(=O)CCn2cc(C)cn2)c1,46.0,-18.5,-3.2%,15.7%
COc1ccc2[nH]cc(C(=O)CN3CCC(C)CC3)c2c1,?,8.2,-1.8%,0.0%

Bioassay records deposited in PubChem BioAssay by National Center for Advancing Translational Sciences (NCATS).

Some of the compounds tested; count on the stated rates, not on these rows.
